Screening results as filed in PubChem.
Measles CPE – protection of cells from measles virus. Measles virus-infected cells, CPE protection, absorbance. protection (pct of control), % at 4 µM. 140,000 compounds, 1.5% hits; in the data active = protection mostly above about 24%, no sharp cut-off; inactive = mostly below about 26%; note: some compounds called inactive have numbers as strong as hits
Yeast life ext – yeast lifespan extension; S. cerevisiae growth with nicotinamide, OD615; deaD strain in restrictive glucose medium; inhibition of the nicotinamide effect, % at 10 µM; 130,000 compounds, 0.68% hits; AID 775;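 active = inhibition above a set limit, placed 3 SD over the median of all compounds, cut at about 26% in these data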;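 note: 0% = nicotinamide-treated wells and 100% = cells grown without nicotinamide; some compounds called inactive have numbers as strong as hits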
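assay system = DeaD-strain S. cerevisiae | buffer or medium = restrictive glucose medium | reagent = 1.5 mM nicotinamide | compound = 10 µM single point, 0.25% DMSO | incubation = 48 h compound exposure at 30 °C, humidified | signal = OD615 measurement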
GALR2 blocker – GALR2 (human) receptor antagonism. O43603. GALR2-expressing cells, antagonist mode. inhibition, % at 4 µM. 140,000 compounds, 0.39% hits; in the data active = inhibition above about 27%;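 note: cells stimulated with galanin 1-16 at roughly its EC80; 0% = agonist challenge control and 100% = basal control without agonist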
Target sequence (O43603 whole entry, looked up): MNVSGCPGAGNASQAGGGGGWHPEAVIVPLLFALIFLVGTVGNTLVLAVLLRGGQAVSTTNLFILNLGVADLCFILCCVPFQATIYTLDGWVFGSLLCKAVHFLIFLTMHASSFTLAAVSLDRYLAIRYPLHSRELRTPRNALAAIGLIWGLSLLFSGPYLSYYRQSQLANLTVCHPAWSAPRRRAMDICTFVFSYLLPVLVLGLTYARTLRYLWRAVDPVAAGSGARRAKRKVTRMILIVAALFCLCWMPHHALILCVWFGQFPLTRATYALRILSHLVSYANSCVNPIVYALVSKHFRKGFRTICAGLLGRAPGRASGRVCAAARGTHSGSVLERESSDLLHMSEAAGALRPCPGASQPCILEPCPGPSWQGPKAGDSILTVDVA
Phagocyt inh – inhibitors of macrophage phagocytosis | J774A.1 macrophage IgG-bead phagocytosis, imaging | inhibition, % at 5 µM | 110,000 compounds, 0.07% hits | AID 1029;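 active = inhibition above the mean of the plate negative controls plus 5 SD, cut at about 13% in these data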;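 note: phagocytic index as fraction of beads internalized from green versus red external bead signal; plate controls were DMSO negative control for no effect and cytochalasin-D positive control for full effect; some results beyond the cut were filed as inactive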
PTEN del growth – growth suppressors of cells with PTEN tumor suppressor deletion | 140,000 compounds, 1.2% hits | HCT116 PTEN-null viability, CellTiter-Glo, 60 h; hits give low values | viability, % at 10 µM;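 active = viability at or below a set limit, 4 SD under the median of all tested compounds, cut at about 3.7% in these data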;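 note: PTEN knockout HCT116 line with beta catenin targeted HCT116 as companion control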
NPY-Y2 antag – blocks the human neuropeptide Y Y2 receptor | AID 793 | inhibition, % at 2.7 µM | NPY-Y2 expressing cells, antagonist mode | P49146 | 140,000 compounds, 0.99% hits; in the data active = inhibition above about 17%;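 note: 0% = vehicle with agonist challenge and 100% = reference antagonist with challenge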
Target sequence (P49146 whole entry, looked up): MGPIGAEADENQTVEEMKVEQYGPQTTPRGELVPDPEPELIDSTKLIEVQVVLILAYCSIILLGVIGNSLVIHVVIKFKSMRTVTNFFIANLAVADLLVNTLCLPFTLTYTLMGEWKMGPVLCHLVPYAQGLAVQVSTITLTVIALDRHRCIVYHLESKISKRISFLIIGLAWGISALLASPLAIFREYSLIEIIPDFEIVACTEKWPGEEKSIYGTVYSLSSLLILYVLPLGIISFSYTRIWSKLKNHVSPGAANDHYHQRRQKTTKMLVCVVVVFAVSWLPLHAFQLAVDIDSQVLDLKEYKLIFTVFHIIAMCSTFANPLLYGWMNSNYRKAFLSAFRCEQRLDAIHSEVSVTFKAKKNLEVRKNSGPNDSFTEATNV
Yeast growth inh – chemicals that inhibit yeast BB579 growth in restrictive medium (lifespan-shortening candidates); S. cerevisiae BB579 growth, OD615, 48 h; inhibition, % at 10 µM; 140,000 compounds, 0.51% hits; AID 804;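 active = inhibition above a set limit, 3 SD over the mean compound inhibition, cut at about 44% in these data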; note: inactives centre near -24
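System: Saccharomyces cerevisiae DeaD strain BB579, replicative lifespan model yeast | Buffer or medium: Restrictive glucose-based CSMM-D medium | Times: 4 h preincubation and 48 h exposure at 30 °C | Detection: OD615 turbidity measurement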
E-sel TNF inh – blocks E-selectin expression induced by TNF alpha; HUVEC TNFa-induced E-selectin immunofluorescence, high content; 120,000 compounds, 0.71% hits; inhibition, % at 2 µM;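 active = inhibition above the batch mean plus 3 SD, and confirmed as a hit on visual image review, cut at about 43% in these data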;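 note: 0% = TNF-stimulated DMSO wells and 100% = unstimulated control wells; not every result past the cut was called active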
bCat KO growth – beta-catenin-lacking colon tumor cell growth suppression | HCT116 beta-catenin knockout viability, CellTiter-Glo, 60 h; hits give low values | 140,000 compounds, 1.5% hits | viability, % at 10 µM;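 active = viability at or under a set limit, the compound median less 4 SD, cut at about 6% in these data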;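 note: 0% = Hyamine 1622 control at 20 µM and 100% = untreated cell control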
MRP1 act – activators of MRP-1. H69AR cells + doxorubicin, viability rescue, CellTiter-Glo. 140,000 compounds, 0.61% hits. viability increase, % at 10 µM. AID 799;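 active = viability gain under doxorubicin at or above a set limit, the compound median plus 3 SD, cut at about 4.7% in these data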;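 note: MRP-1 overexpressing cells given doxorubicin 25 µM after compound pretreatment; 18-22 h compound pretreatment then 72 h with doxorubicin before readout; 0% = doxorubicin-only wells and 100% = vehicle-treated cells without doxorubicin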
The depositor's hits bear a star; . = not tested or not shown.

SMILES | Measles CPE | Yeast life ext | GALR2 blocker | Phagocyt inh | PTEN del growth | NPY-Y2 antag | Yeast growth inh | E-sel TNF inh | bCat KO growth | MRP1 act
CCOC(=O)c1ccc(NC(=O)N2CCN(CCc3ccccc3)CC2)cc1 | 9 | -4 | -6 | -1 | 99 | 0 | -11 | -13 | 98 | -1.0
CCOC(=O)C1CCCN(CC(=O)/C=C2/N(C)c3ccccc3C2(C)C)C1 (stereo unspecified) | 3 | 6 | -4 | 0 | 79 | 6 | -33 | . | 67 | -1.2
Cc1ccc(C)c(OCC(=O)Nc2ccc(S(=O)(=O)Nc3ccccn3)cc2)c1 | 0 | -2 | -5 | -11 | 102 | 1 | -23 | . | 85 | 0.1
COc1ccccc1OCC(=O)Nc1cc(Cl)ccc1Oc1ccccc1 | 12 | -3 | -8 | -1 | 74 | 0 | -22 | . | 70 | -2.0
c1ccc(Nc2ncnc3c2oc2ccccc23)cc1 | 15 | -11 | 12 | -1 | 79 | 9 | -21 | 22 | 68 | -0.9
COc1ccc(C(=O)OC(C)C(=O)Nc2cc(C(F)(F)F)ccc2Cl)c(OC)c1OC (stereo unspecified) | 24 | -7 | 6 | -8 | 73 | 3 | -10 | 10 | 74 | -0.9
Cc1ccc(N=C2NC(=O)C(CC(=O)O)S2)cc1 (stereo unspecified) | 20 | 3 | -2 | -1 | 101 | -1 | -16 | -7 | 94 | 2.8
CC(C)CCOC(=O)/C(=C/c1ccco1)NC(=O)/C=C/c1ccccc1 | 18 | 2 | -7 | . | 70 | 18* | -16 | 6 | 83 | -2.5
COC(=O)c1c(O)c2c([nH]c1=O)CCCC2 | 6 | 0 | 8 | 0 | 112 | 2 | -9 | 4 | 107 | -0.7
Cc1cccc(OCc2nc(C#N)c(N3CC(C)CC(C)C3)o2)c1 (stereo unspecified) | 7 | -12 | -8 | 1 | 69 | 18* | -28 | . | 59 | 0.5
CC(C)(Oc1ccc(Cl)cc1)C(=O)Nc1cccnc1 | 0 | -12 | 2 | . | 86 | -2 | -13 | 8 | 97 | -3.0
O=C1CC(N2CCOCC2)C(=O)N1CCc1ccccc1 (stereo unspecified) | 15 | -8 | -3 | 0 | 104 | 2 | -18 | 3 | 108 | 1.5
COc1ccccc1OCC(=O)NCCC1=CCCCC1 | 7 | -6 | -6 | -2 | 98 | 1 | -40 | . | 103 | -0.9
Brc1ccccc1-c1nc(-c2ccccc2)no1 | 8 | -21 | 6 | 0 | 90 | 4 | -80 | -14 | 89 | -1.7
CCOc1ccc(C2C3=C(Nc4nc(N)[nH]c(=O)c42)c2ccccc2C3=O)cc1 (stereo unspecified) | 12 | 2 | -6 | 2 | 82 | 2 | -51 | . | 89 | -1.3
Cc1cc(N2CCOCC2)c2c(N)c(C)cc(C)c2n1 | 14 | -14 | 1 | -1 | 92 | 4 | -4 | -42 | 101 | -0.3
Cc1nc(CNS(=O)(=O)c2cccc(F)c2)cs1 | . | . | -5 | 0 | . | 2 | . | -4 | . | .
COc1cc(C2c3c(oc4ccccc4c3=O)C(=O)N2Cc2cccnc2)cc(OC)c1OC (stereo unspecified) | 11 | -7 | -1 | 0 | 102 | -2 | -84 | . | 89 | -1.5
O=C(NCCOc1ccccc1)c1cc(C(=O)NCCOc2ccccc2)cc([N+](=O)[O-])c1 | 3 | 0 | 8 | . | 59 | 12 | -67 | -6 | 62 | -0.4
COCCCNCCOCCOc1c(OC)cccc1OC | 26 | -2 | -12 | 0 | 91 | 1 | -21 | . | 83 | -3.8
COc1ccc(/C=C2/CCc3ccccc3C2=O)cc1OC | 7 | -7 | 2 | -3 | 39 | 4 | -12 | . | 38 | -3.2
O=C(CSc1nc2c(c(=O)n1-c1ccc(Cl)cc1)SCC2)Nc1nccs1 | 2 | -9 | 7 | -1 | 69 | 7 | -24 | -19 | 67 | -2.0
COc1ccc(-c2nnc(SCC(=O)NCc3cccs3)n2C)cc1 | 29 | . | 1 | . | 94 | 1 | -8 | 3 | 95 | -0.5
CCOCCN(C=O)c1cccc(OC)c1 | 20 | -5 | -9 | 1 | 98 | 0 | -12 | . | 93 | 0.3
Cc1sc2nc(CN(C(=O)NC3CCCCC3)C3CCCCC3)[nH]c(=O)c2c1C | 15 | . | 19 | . | 62 | 0 | -37 | -19 | 78 | 0.1
CNC(=S)N1N=C(c2ccc(C)cc2)CC1c1ccc(Br)cc1 (stereo unspecified) | 15 | -6 | -11 | -1 | 54 | 11 | -56 | -5 | 41 | 4.0
COc1cccc(CCC(=O)O)c1OC | 18 | 7 | -3 | . | 106 | 8 | -35 | -14 | 103 | 1.2
COc1cc2c(cc1OC)-c1nnc(C)n1C(C)(C)C2 | 9 | -14 | -1 | -1 | 97 | 1 | 7 | -7 | 96 | -1.9
Cc1nn(-c2ccccc2)c(C)c1C(=O)OCC(=O)Nc1ccc2c(c1)OCO2 | 4 | -18 | 2 | 0 | 101 | 5 | -85 | . | 83 | -0.9
N#C/C(=C/c1cn(CC(=O)O)c2ccccc12)c1ccc(F)cc1 | 6 | -1 | 6 | -3 | 93 | 1 | -9 | . | 98 | -0.8
CCN(C(=O)COC(=O)c1cc(-c2ccccc2)nc2c1c(C)nn2-c1ccc(C)cc1)C1CCS(=O)(=O)C1 (stereo unspecified) | 20 | 4 | 1 | 5 | 33 | 3 | -36 | . | 41 | -2.6
CCC(C)Nc1c([N+](=O)[O-])cc(C)cc1[N+](=O)[O-] (stereo unspecified) | 26 | -1 | 9 | . | 83 | 2 | -5 | -1 | 79 | -2.2
CCc1ccc(Oc2coc3cc(OC(=O)c4cc5ccccc5oc4=O)ccc3c2=O)cc1 | 6 | -2 | -3 | -12 | 100 | -2 | -16 | -9 | 109 | -3.6
CN(C)c1ccc(/C=N/NC(=O)Cn2nnc3ccccc32)cc1 | 4 | 0 | -14 | -1 | 87 | 2 | -32 | 8 | 96 | -2.2
O=c1c2c3c(sc2nc2n1CCCC2)CCCC3 | 10 | . | 1 | . | 99 | -2 | -10 | -60 | 105 | -0.9
CC(=O)NC(CCS(C)(=O)=O)C(=O)Nc1ccc(F)cc1Cl (stereo unspecified) | 7 | -11 | 9 | -2 | 105 | 1 | -18 | . | 87 | 0.6
Cc1ccc(C(C)C)c(OCc2nnc(SCC(=O)Nc3ncc(C)s3)n2C)c1 | 7 | 8 | -6 | 1 | 86 | -2 | -73 | 26 | 91 | -0.8
CC1Cc2ccccc2N1C(=O)CSc1nnc(Cn2nnc3ccccc32)n1C (stereo unspecified) | 36* | -4 | 15 | 0 | 96 | 2 | -41 | -1 | 96 | -1.7
CC1=C(C(N)=O)C(c2ccccn2)n2nc(SCc3ccccc3)nc2N1 (stereo unspecified) | 13 | . | 13 | . | 102 | 3 | -36 | -17 | 99 | -0.2
CCOc1ccccc1C(=O)Nc1nncs1 | 8 | -18 | -2 | 2 | 94 | 1 | -1 | . | 86 | -2.0
Cc1cc(C)cc(Oc2nc3c(C)cccn3c(=O)c2/C=C(\C#N)C(=O)NC2CCS(=O)(=O)C2)c1 (stereo unspecified) | 9 | 6 | -9 | -6 | 26 | 1 | -10 | 16 | 27 | -4.7
Cc1[nH]n(-c2ccccc2)c(=O)c1C(c1cccc([N+](=O)[O-])c1O)c1c(C)[nH]n(-c2ccccc2)c1=O | 19 | 2 | 0 | -1 | 92 | 1 | -1 | 2 | 92 | -2.3
O=C(CSc1nc2ccccc2s1)Nn1cnnc1 | 16 | -1 | -6 | 1 | 96 | 3 | -51 | . | 94 | -0.5
CCn1c(SCC(=O)NC(C)(C)C)nnc1-c1ccoc1C | 3 | . | -10 | . | 91 | 3 | -37 | 17 | 88 | -1.1
CC(C)c1ccc(C(=O)Nc2ccc(N3CCOCC3)cc2)cc1 | 4 | 5 | 0 | -1 | 72 | 1 | -20 | -3 | 75 | -1.6
Cc1cc(SCC(=O)NCCN2C(=O)CSC2=O)nc2c(C)cccc12 | 27 | 7 | 8 | -2 | 95 | 5 | -38 | . | 91 | -2.5
CC(=O)NC(CC(=O)Nc1ccc(S(=O)(=O)N2CCCCC2)cc1)c1ccccc1 (stereo unspecified) | 1 | -6 | 13 | 1 | 103 | -1 | -52 | -24 | 105 | -0.5
COc1ccccc1Cc1nc2ccccc2n1S(=O)(=O)c1ccc(Cl)cc1 | 6 | 3 | -5 | -4 | 90 | 2 | -16 | . | 76 | -1.9
O=C(O)CCCCCNCc1ccncc1 | 25 | -3 | -4 | 1 | 90 | 3 | -6 | 42 | 94 | -2.7
Cc1ccc2nc(NC(=O)c3ccc(Cl)s3)sc2c1 | 26 | -14 | -1 | 0 | 80 | 1 | 10 | -5 | 86 | -2.7
c1ccc(C2=Nc3cccc4cccc(c34)N2)cc1 | 6 | -7 | 3 | . | 106 | 2 | -41 | . | 89 | 2.3
COc1cc(/C=C2/C(=N)N3OC(C)=CC3=NC2=O)ccc1OCCOc1ccc(C)cc1 | 2 | -2 | -1 | . | 103 | -1 | -45 | 4 | 92 | -0.8
